# TAG inh = inhibitors of triacylglycerol accumulation; H9c2 cells, Nile Red lipid (TAG) fluorescence; cells loaded with 200 µM oleic acid; inhibition, % at 12.5 µM; 0.66% of 230,000 active; AID 651582;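 active = pattern-corrected inhibition of lipid staining of at least 50% with the nuclear-stain viability signal not falling by more than 50%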;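 also: 0% = DMSO wells and 100% = triacsin C control wells; some results filed as inactive read as strong as hits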
# TAG inh DAPI viability = further read-out of TAG inh, marked with its call; DAPI nuclei signal change (viability), lower = more cytotoxic, %;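 whole-well DAPI fluorescence read on a plate reader as a viability signal; minus 50 percent equals half of cells still viable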
# Active calls of the source: *.
SMILES,TAG inh,TAG inh DAPI viability
Cc1oc(-c2ccc(Cl)cc2)nc1CN1CCCC(C(=O)N2CCN(C(=O)c3ccco3)CC2)C1 (configuration not stated),-10,0
CC1CCCCN1C(=O)COC(=O)/C=C/c1ccc2ccccc2n1 (configuration not stated),-9,7
CCc1ccc(-c2ccc(SCC(=O)NCC3CCCO3)nn2)cc1 (configuration not stated),11,-11
O=[N+]([O-])c1ccc2cn[nH]c2c1,11,-8
CCOc1ccc(CC(=O)C2=C(N3CCOCC3)CC(C)(C)CC2=O)cc1OCC,9,5
C=CCN1C(=O)C(Cc2ccccc2Cl)SC1=Nc1ccc(C(=O)O)cc1 (configuration not stated),5,1
COc1ccccc1CNC(=O)N/C=C/c1ccc(Cl)cc1,-19,5
CC(=O)CC(=O)Nc1ccc(C(N)=O)cc1,-3,3
Cc1ccc(C(=O)NC(=S)Nc2ccccc2C(F)(F)F)cc1C,-14,3
Cc1cc(=O)n2cccc(O)c2n1,25,-13

# At a glance, part of the list above:
SMILES,TAG inh,TAG inh DAPI viability
COc1ccccc1CNC(=O)N/C=C/c1ccc(Cl)cc1,-19,5
CC(=O)CC(=O)Nc1ccc(C(N)=O)cc1,-3,3
Cc1ccc(C(=O)NC(=S)Nc2ccccc2C(F)(F)F)cc1C,-14,3
Cc1cc(=O)n2cccc(O)c2n1,25,-13

# Next structures
SMILES,TAG inh,TAG inh DAPI viability
COc1ccc(-n2nc3cc(C)c(NC(C)=O)cc3n2)cc1,-10,119
CC1CCN(C(=O)COc2ccccc2F)CC1,-5,4
COc1cc(/C=C(\C#N)C(=O)NCC2CCCO2)ccc1OCC(N)=O (configuration not stated),2,-4
CC(C)(C)c1ccc(C(=O)NCC(=O)OCC(=O)Nc2ccccc2[N+](=O)[O-])cc1,-2,9
Nc1nc(SCC(=O)Nc2ccc(C(F)(F)F)cc2)[nH]c(=O)c1NC(=O)c1ccc(F)c(F)c1,13,-2
O=C(c1ccc(S(=O)(=O)Nc2ccc(F)cc2)cc1)N1CCN(C(=O)c2ccco2)CC1,-7,1
CN(C)c1ccsc1C(=O)NNS(=O)(=O)c1ccc(Cl)cc1,-3,7
COc1ccc(CCN2CCCC(CN(C)C(=O)c3cc(C)oc3C)C2)cc1 (configuration not stated),10,1
CCc1cccc(C)c1NC(=S)N1CCCCC1c1cccnc1 (configuration not stated),-4,4
CS(=O)(=O)N1Cc2ccccc2CC1C(=O)OCC(=O)Nc1ccc2ccccc2c1 (configuration not stated),-18,5
CCOC(=O)CSc1cc(CS(C)(=O)=O)nc(-c2ccccn2)n1,-11,5
Cc1ccc(C(=O)NNC(=O)C2CCN(Cc3ccc(Cl)c(Cl)c3)CC2)cc1,-4,3
CC(=O)OCC(=O)C1(O)CCC2C3CC(F)C4=CC(=O)CCC4(C)C3C(=O)CC21C (configuration not stated),7,6
CS(=O)(=O)N(CC(=O)NCCSCc1c(F)cccc1Cl)c1ccc2c(c1)OCO2,6,3
COC(CNC(=O)C1CCCN(S(=O)(=O)c2c(C)noc2/C=C/c2cccs2)C1)OC (configuration not stated),-7,-3
Cc1cccc(-n2ncc3c2CCCC3NC(=O)Cn2cccn2)c1C (configuration not stated),0,3
CCOC(=O)c1oc2ccc(OC)cc2c1NC(=O)CN1CCN(C)CC1,30,55
COc1cc2ccccc2cc1C(=O)NCC(c1cccs1)N(C)C (configuration not stated),-9,16
O=C(NC1CCCCCCC1)c1ccc(S(=O)(=O)N2CCCC2)cc1,9,-1
CN1CCN(CC(O)COc2ccc(OCC(O)CN3CCN(C)CC3)cc2)CC1 (configuration not stated),12,6
O=C(NNS(=O)(=O)c1ccc([N+](=O)[O-])cc1)c1cnn(-c2ccccc2)c1-n1cccc1,2,1
O=C(CCNC(=O)c1ccco1)NNC(=O)c1ccc(Br)cc1,8,1
[S-]c1nnc(-c2ccc(Br)cc2)n1-c1ccccc1.[Zn+2],-11,-2
CCN1C(=NCCc2c[nH]c3ccccc23)N[C@@H](c2ccccc2)[C@H](C(=O)OC)[C@H]1C,7,3
CC(O)C(NC(=O)OCc1ccccc1)C(=O)OCc1ccccc1 (configuration not stated),-2,-2
Cc1c(-c2cccs2)[n+](=O)c2c(n1[O-])CCCCC2,-3,-6
O=C(c1cccc2nc3ccccc3nc12)N1CCOCC1,-2,1
C=CCNC(=O)c1sccc1Oc1ccc(F)cc1[N+](=O)[O-],-1,4
Oc1ccc(-c2nccc(-c3ccc(Cl)cc3)n2)cc1,4,-4
CCCCNC(=S)NNc1c(Cl)cc(Cl)cc1Cl,-7,1
O=C(C[C@H]1C(=O)N(CCc2ccccc2)C[C@@H]1c1ccccc1)Nc1ccccc1,8,-2
Cn1c(=O)cc(OCCCC(=O)NCCCN2CCN(Cc3ccccc3)CC2)c2ccccc21,5,-4
CC1(C(=O)NS(=O)(=O)c2ccccc2Cl)CCN1C(=O)C/C=C/c1ccccc1 (configuration not stated),11,1
CCN1C[C@@H]2[C@@H]3C(=O)N(Cc4ccccc4)C(=O)[C@@H]3[C@](Cc3ccccc3)(C(=O)OC)N2C1=NC,6,9
S=c1[nH]nc(-c2cccs2)n1C1CCCCC1,-6,1
CN(CCC1CCOCC1)C(=O)CC1C(=O)NCCN1Cc1ccccc1F (configuration not stated),-19,7
COc1ccc2nc(NCCO)[nH]c2c1,-20,8
CSCC[C@H](NC(=O)OC(C)(C)C)c1nnc(SCc2cccc(F)c2)o1,12,-2
COc1ccc(C(=O)C=Cc2ccc(OCc3ccccc3)c(OC)c2)cc1OC,-14,2
O=C(Cn1c2c(c(-c3ccccc3Cl)cc1=O)CCC2)NCCCN1CCOCC1,-5,5
CC1CCCC(NC(=O)CCN2C(=O)COc3ccccc32)C1C (configuration not stated),3,-12
O=C(Cc1sc(-c2ccccc2)nc1-c1ccccc1)Nc1ccc(Cl)cc1,22,10
COc1cccc(-c2ccc(NC(=O)C3CCCN(Cc4ccccn4)C3)cc2)c1 (configuration not stated),-23,21
COc1ccc(-n2c(SCC(=O)Nc3cccc(S(N)(=O)=O)c3)nc3ccccc3c2=O)cc1OC,-1,12
Cc1ccc(C(=O)N2NC(c3ccccc3F)C3C(=O)N(c4cccc(C)c4)C(=O)C32)cc1 (configuration not stated),11,0
COC(=O)[C@H]1C[C@@H](c2ccccc2)[C@H](C)C1(C)C,0,-3
CCNC(=O)C1(C)CCN(C(=O)c2cccc(C(F)(F)F)c2)C1 (configuration not stated),-15,6
CCc1ccc(S(=O)(=O)N/N=C(/C)c2ccncc2)cc1,-3,0
CCCCn1c(N)c(N(CCC(C)C)C(=O)C2CSC3(C)CCC(=O)N23)c(=O)[nH]c1=O (configuration not stated),-9,2
COc1ccc(Cl)cc1C(=O)OCC(=O)c1ccc[nH]1,-16,-2

# Following part
SMILES,TAG inh,TAG inh DAPI viability
CCC(=O)Nc1ccc(Cl)c(NC(=S)NC(=O)c2ccco2)c1,-21,-2
COc1ccc(S(=O)(=O)N2CCC3(CC2)OCCN3S(=O)(=O)c2ccccc2)cc1OC,3,-17
Cc1cccc(NC(=S)NC(=O)c2ccc(Br)o2)c1,-1,4
COc1cc(NC(=O)COC(=O)/C=C/c2ccc(O)c(OC)c2)cc(OC)c1,5,-8
Cc1ccc(C(=O)NCC(=O)OCC(=O)NC(C)c2ccccc2)s1 (configuration not stated),-15,9
Cc1ccc([C@@H]2C[C@H]3[C@@H](CN2S(=O)(=O)c2ccc(Cl)cc2)C(=O)C[C@@H](c2cccc4ccccc24)N3S(=O)(=O)c2ccc(C)cc2)cc1,25,-11
Cc1cc(OCC(F)(F)C(F)(F)C(F)(F)C(F)(F)C(F)(F)C(F)F)nc(N)n1,27,-17
C#CCCOC(=O)N1C2=NC(C(=O)OC)=C(C(=O)OC)[C@@H]3N(C)c4ccccc4[C@]23C[C@H]1C(=O)OC,-2,-4
NC(c1ccc(F)c(F)c1)c1nc(-c2ccc3ccccc3c2)cs1 (configuration not stated),12,-1
COc1ccccc1-c1csc(C(C)(O)c2cccc(F)c2)n1 (configuration not stated),-24,1

# Some of these compounds in order of molecular weight, lowest first:
SMILES,TAG inh,TAG inh DAPI viability
COc1ccccc1-c1csc(C(C)(O)c2cccc(F)c2)n1 (configuration not stated),-24,1
Cc1ccc(C(=O)NCC(=O)OCC(=O)NC(C)c2ccccc2)s1 (configuration not stated),-15,9
Cc1ccc([C@@H]2C[C@H]3[C@@H](CN2S(=O)(=O)c2ccc(Cl)cc2)C(=O)C[C@@H](c2cccc4ccccc24)N3S(=O)(=O)c2ccc(C)cc2)cc1,25,-11

# Three of these compounds in a different format.
COc1cc(NC(=O)COC(=O)/C=C/c2ccc(O)c(OC)c2)cc(OC)c1
  TAG inh: 5
  TAG inh DAPI viability: -8
Cc1ccc(C(=O)NCC(=O)OCC(=O)NC(C)c2ccccc2)s1 (configuration not stated)
  TAG inh: -15
  TAG inh DAPI viability: 9
Cc1ccc([C@@H]2C[C@H]3[C@@H](CN2S(=O)(=O)c2ccc(Cl)cc2)C(=O)C[C@@H](c2cccc4ccccc24)N3S(=O)(=O)c2ccc(C)cc2)cc1
  TAG inh: 25
  TAG inh DAPI viability: -11

# Next results follow:
SMILES,TAG inh,TAG inh DAPI viability
CC1CC(C)CN(c2nc3c(c(=O)n(C)c(=O)n3C)n2CCSc2nc3ccccc3o2)C1 (configuration not stated),-8,5
c1ccc(Nc2ccccn2)nc1,12,-11
CC(NC=O)c1nc2ccccc2n1CCc1ccccc1 (configuration not stated),-6,4
C=CCOc1cccc(C2/C(=C(/O)c3ccc(F)cc3)C(=O)C(=O)N2CCN2CCOCC2)c1 (configuration not stated),-12,2
COc1ccc([C@H]2CC(=O)C=C(c3ccc(CNC(=O)OC(C)(C)C)cc3)C2)cc1,-21,5
CCC(C)N1C(=O)S/C(=C/c2ccc3c(c2)n(C)c(=O)n3C)C1=O (configuration not stated),7,5
C=CCC[C@@H](Cc1ccc(F)cc1)C(=O)OC[C@@H](Cc1ccccc1)NC(=O)[C@H](CC=C)CC(=O)NCCO,7,14
COc1ccc(NC(=S)N/N=C2/CCCc3c(C)cc(C)cc32)cc1,23,-13
C/C(=N/NC(=O)CN1CCN(S(=O)(=O)c2ccc(Br)cc2)CC1)c1cccnc1,4,-4
CC1(C)Cc2cccc(OCC(=O)NCc3ccc(F)cc3)c2O1,-6,1

# Compound profiles, as listed above. Values in the order: TAG inh | TAG inh DAPI viability
# O=[N+]([O-])c1ccc2cn[nH]c2c1 in the list: 11 | -8
# COc1ccccc1CNC(=O)N/C=C/c1ccc(Cl)cc1 in the list: -19 | 5
# Nc1nc(SCC(=O)Nc2ccc(C(F)(F)F)cc2)[nH]c(=O)c1NC(=O)c1ccc(F)c(F)c1 in the list: 13 | -2
# Cc1cc(=O)n2cccc(O)c2n1 in the list: 25 | -13
# COc1ccc(-n2c(SCC(=O)Nc3cccc(S(N)(=O)=O)c3)nc3ccccc3c2=O)cc1OC in the list: -1 | 12

# Next entries follow.
SMILES,TAG inh,TAG inh DAPI viability
Cc1ccc(NC(=O)c2ccc3snnc3c2)cc1,-2,1
Cc1ccc(-c2nn(CC(=O)N3CCOCC3)c(=O)c3ccccc23)cc1S(=O)(=O)N(C)C,11,-4
Cc1ccc(S(=O)(=O)n2cc(-c3ccccc3)c3ccccc32)cc1,-24,-24
Cc1ccc(S(=O)(=O)C2(C(=O)Nc3cccc(F)c3)CC2)cc1,-19,-2
CCCS(=O)(=O)NC(=O)C1(C)CCCN(C(=O)c2c(-c3ccccc3)noc2C)C1 (configuration not stated),6,-6
O=[N+]([O-])c1cc([N+](=O)[O-])c(Oc2cccnc2Br)cc1NN1CCCCC1,6,-11
COc1ccc(Cl)cc1NC(=O)NNC(=O)C(=O)Nc1ccc(F)cc1,11,-13
CCOC(=O)C1(Cc2cccc(OC)c2)CCN(Cc2cccnc2)CC1,3,-5
CCOC(=O)c1cc2ccc3ccccc3c2s1,-15,-4
Cc1noc(C)c1COc1ccc(C(=O)Nc2ncccc2O)cc1,-1,1
CCNC(=O)COC(=O)/C=C/c1cccc(F)c1,9,3
C/C(=N/NC(=O)CNS(=O)(=O)c1ccc(C)cc1)c1cccc([N+](=O)[O-])c1,-17,11
CN(C)CCC(C(=O)c1ccccc1)c1ccccn1 (configuration not stated),-6,2
O=C(CSc1ccc([N+](=O)[O-])cn1)Nc1ccc(N2CCOCC2)c(Cl)c1,-27,-2
Cc1ccccc1-c1cc(C(=O)N2CCCC2)c2ccccc2n1,6,-6
OCC[C@H]1C[C@H](O)[C@@H](O)[C@]2(OCCc3ccccc32)O1,8,-6
Cc1noc(C)c1-c1csc(N2CCC(C(N)=O)CC2)n1,6,-5
CCOC(=O)C1=C(C)NC(=O)C(C(N)=O)C12CCCCC2 (configuration not stated),0,-10
COc1cn(-c2ccccc2)nc1C(=O)OCC(=O)Nc1ccc(C)c(C)c1,1,5
C[C@@H]1CN([C@H](C)CO)C(=O)CCCn2nncc2CO[C@@H]1CN(C)S(=O)(=O)c1cccs1,-12,0
C#CCNC(=O)C1=C[C@H](c2ccc(C(F)(F)F)cc2)C[C@H](OCc2ccc(CO)cc2)O1,-154,-6
CC/C(=C/c1ccccc1)c1cccc2[nH]c3c(OC)cccc3c12,-28,17
C=CCN=C1CC(C)(C)CC(=O)/C1=C(\O)CCCN1C(=O)c2ccccc2C1=O,-10,-4
COC(=O)[C@H](Cc1ccccc1)NC(=O)NCCc1ccc(F)cc1,-6,-2
Cc1c(Nc2nc3ccccc3nc2N2CCN(c3ccccc3)CC2)c(=O)n(-c2ccccc2)n1C,9,-2
CCOC(=O)C1(CCOC)CCN(Cc2ccc3nonc3c2)CC1,1,-1
Cc1ccc(S(=O)(=O)N2CCC(C(=O)N[C@@H](C)C(=O)NC3CCCCC3)CC2)cc1,6,11
O=C(COC(=O)CNC(=O)c1cccc([N+](=O)[O-])c1)NCc1ccco1,-5,-1
CC(=O)Oc1cc(C(=O)OCC(=O)NC23CC4CC(CC(C4)C2)C3)cc(OC(C)=O)c1OC(C)=O,4,-24
CCOC(=O)N1CCN(CC(=O)NC(=O)Nc2ccc3c(c2)OCCO3)CC1,3,13
O=C(Oc1ccc(-c2cnc3ccccc3n2)cc1)c1cccc([N+](=O)[O-])c1,2,11
O=C(NC(=S)NC1CCS(=O)(=O)C1)c1ccccc1F (configuration not stated),8,-1
N#Cc1ccccc1Oc1ccccc1C=O,3,0
NC(Cc1ccc(Cl)cc1)c1csc(Nc2ccc(S(N)(=O)=O)cc2)n1 (configuration not stated),12,-2

# The list is partial (hit frequency here may not be typical).
